Lamin A splicing: LMNA splicing modulation | 200,000 compounds, 0.01% hits | AID 1487 | Potency, µM (highest dose often 46.1 µM), for the others: at the top dose ratio change, negative = inhibition, most hits filed as inhibitors | HeLa LMNA splicing GFP/RFP minigene ratio, 48 h; active = well fitted inhibition curve with a large enough effect in the signal ratio, with a control signal flat, not every such curve was filed as active; inconclusive = small, poorly fitted or top-dose-only effect, or effect the other way, or a change in a side signal; the % refers to the signal ratio
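S3 HeLa stable clones carrying a lamin A-EGFP splicing minigene plus DsRed2 were seeded at 600 cells/well in Opti-MEM with 2% FBS, pin-dosed and incubated 48 h at 37°C. Acumen cytometry (488 nm) gave the GFP/RFP total-intensity ratio.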
* marks the source's active call; other numbers are inactive results; ? = inconclusive; [ ] = dose if it differs, or a comment. % is scaled to controls: 0 for no effect and ±100 for the full control effect; potency is read from the fitted curve at half-maximal effect. These rows are one share of the data; the hit share may differ from the screen's.

SMILES	Lamin A splicing
COC(=O)c1ccc2c(=O)n(CCCCCC(=O)N3CCN(c4ccc(OC)cc4)CC3)c(=O)[nH]c2c1	?
COC(=O)c1sccc1S(=O)(=O)N(CC(=O)Nc1cc(F)ccc1F)c1ccc(C)c(C)c1	?
CCc1ccc(NC(=O)CN2C(=O)C3(SCC(=O)N3c3ccc(F)c(F)c3)c3ccccc32)cc1 (stereo unspecified)	-20.1%[46 µM]
O=C(COc1ccccc1-c1nnc(-c2ccccc2)o1)Nc1ccc(Br)cc1F	-5.8%[46 µM]
Cc1ccc(C)c(N2CCN(CCCNC(=O)c3cnn(-c4ccc(F)cc4)c3C3CCN(C(=O)OC(C)(C)C)CC3)CC2)c1	?
CCC1CN(C(=O)Nc2ccccc2F)c2cc(C)ccc2O1 (stereo unspecified)	1.9%[46 µM]
Cc1nn(CC(=O)Nc2ccc(C(C)C)cc2)c(=O)c2c(C)n(-c3ccc(Cl)cc3)nc12	-0.5%[46 µM]
CC(C)(C)OC(=O)N1CCC(c2c(C(=O)Nc3ccc4c(c3)OCCO4)cnn2-c2ccc(Cl)cc2)CC1	6.4%[46 µM]
O=C(CSc1nccn1Cc1ccc(Cl)cc1)NCc1ccccc1	-3.8%[46 µM]
COc1ccccc1CNC(=O)c1cnc(SC)nc1C	-9.4%[46 µM]
COc1ccc(OC)c(NC(=O)c2cnc(N3CCCCC3)c3ccccc23)c1	?
Cc1ccc(NC(=O)CSc2nnc3[nH]c(=O)cc(C)n23)cc1Cl	4.3%[46 µM]
COc1cccc(NC(=O)CSC2=Nc3ccccc3C3=NC(CC(=O)NCCc4ccccc4)C(=O)N23)c1 (stereo unspecified)	-8.3%[46 µM]
COC(=O)c1sc2c(c1C)c(=O)n(-c1ccccc1)c(=O)n2CC(=O)Nc1cccc(C)c1	3.4%[46 µM]
COc1ccc(C2CC(=O)N(Cc3ccccc3C)c3c2c(C)nn3-c2nc(C)cc(C)n2)c(OC)c1 (stereo unspecified)	18.7%[46 µM]
O=C(Cn1c(-c2cccs2)cc2cc(F)ccc21)NCCCN1CCN(c2ccccc2F)CC1	?
O=C(CSc1n[nH]c(-c2ccccc2)n1)NCCc1ccccc1	-6.5%[46 µM]
Cc1cc(C)cc(-n2c(SCC(=O)N3CCC(C)CC3)nc3c([nH]c4ccccc43)c2=O)c1	?
COc1c(Cl)cc(Cl)cc1/C=C(\C#N)c1nc2ccccc2[nH]1	?
CC(=O)N1CCc2c(sc3c2c(=O)n(-c2ccccc2Cl)c(=O)n3Cc2cccc(C)c2)C1	?
CCC(C)NC(=O)CSc1nc2cc3c(cc2c(=O)n1Cc1ccc(C(=O)NCCc2ccc(OC)c(OC)c2)cc1)OCO3 (stereo unspecified)	?
CCC(Oc1ccccc1)C(=O)Nc1cc(-c2ccccc2F)nn1-c1ccccc1 (stereo unspecified)	?
CCOc1ccc(N2CC(c3nc(-c4cc(OC)c(OC)c(OC)c4)no3)CC2=O)cc1 (stereo unspecified)	?
O=C(NCc1ccco1)c1ccc2c(c1)N(Cc1ccccc1)C(=O)c1ccccc1S2	-10.6%[46 µM]
CCOC(=O)c1c(S(=O)(=O)N2CCC(C(=O)Nc3ccc(OCC)cc3)CC2)c(C)n(C)c1C	?

The list goes on, overlapping the part above by 2 compounds.
SMILES	Lamin A splicing
O=C(NCc1ccco1)c1ccc2c(c1)N(Cc1ccccc1)C(=O)c1ccccc1S2	-10.6%[46 µM]
CCOC(=O)c1c(S(=O)(=O)N2CCC(C(=O)Nc3ccc(OCC)cc3)CC2)c(C)n(C)c1C	?
COc1ccc(NC(=O)Cn2c(SCc3ccc(F)cc3)nc3cccnc32)c(OC)c1	?
CCN1CCN(c2oc(-c3ccc(COc4ccccc4C)o3)nc2C#N)CC1	?
O=C(CCS(=O)(=O)c1ccccc1)N(Cc1cccnc1)c1nc2c(Cl)cccc2s1	?
CCN(c1ncnc2c1cnn2-c1cccc(Cl)c1)C1CCCCC1	?
CC1CCN(S(=O)(=O)c2ccc3c(c2)N(CC(=O)NCc2ccccc2Cl)C(=O)CS3)CC1	-0.4%[46 µM]
Cc1ccc(S(=O)(=O)c2[nH]c(-c3ccccc3)nc2SCC(N)=O)cc1	27.7%[46 µM]
CCN(CC)CCCNc1cc(-c2ccccc2)nc(C)n1	3.3%[46 µM]
CCCCNC(=O)c1c(C)oc2ncn(CC(C)C)c(=O)c12	?
CCCCN(c1ccccc1)S(=O)(=O)c1cc2c3c(c1)C(C)C(=O)N3CCC2 (stereo unspecified)	19.8%[46 µM]
Fc1ccc(-n2cc(-c3ccccc3)c3c(NCCc4ccccc4)ncnc32)cc1	?
CCc1ccc2nc(N3CCN(C(=O)c4ccco4)CC3)sc2c1	?
COCCCNC(=O)CCCN1C(=O)CCn2nc(-c3cccn3C)cc21	-11.7%[46 µM]
Cc1cc(N2CCN(C)CC2)nc2ccc(NC(=O)Nc3ccccc3)cc12	-29.2%[46 µM]
CCCCOC(=O)c1ccc(Nc2nnc(-n3nc(C)cc3C)c3ccccc23)cc1	?
Fc1ccc(-c2ccc(CNCCSc3nnnn3-c3ccccc3)o2)cc1	-3.5%[46 µM]
COc1ccc(-n2ncc(C(=O)NCCCN3CCCCC3)c2C2CCN(C(=O)OC(C)(C)C)CC2)cc1	-8.4%[46 µM]
COc1ccc(-c2cc(C(C)=O)c(C)n2CCC(=O)Nc2ccc(C(F)(F)F)cc2)cc1	-11.0%[46 µM]
CCc1ccc2nc(N(Cc3cccnc3)C(=O)c3cccs3)sc2c1	-2.5%[46 µM]
O=C(Cn1c(=O)c2cccn2c2ccc(F)cc21)N1CCN(c2ccccc2F)CC1	-6.3%[46 µM]
COc1cccc(NC(=O)Cn2c(=O)c3cccn3c3ccc(F)cc32)c1	5.1%[46 µM]
COc1ccc(CCNc2ncnc3c2cnn3-c2ccc(F)cc2)cc1	-4.2%[46 µM]
CC(C)(C)NC(=O)Cn1cc(S(=O)(=O)Cc2ccccc2Cl)c2ccccc21	-6.7%[46 µM]
CCC(=O)N1CCc2cc(CNC(=O)c3ccc(OC)cc3)ccc21	1.0%[46 µM]
CCc1cccc(C)c1NC(=O)c1cc(C)nc2c1c(C)nn2-c1cccc(Cl)c1C	4.6%[46 µM]
CNC(=O)c1ccc(-c2nc(CN3CCc4ccccc43)c(C)o2)cc1	3.8%[46 µM]
(continued)
SMILES	Lamin A splicing
O=C(CCC(=O)N1CC2CCCN2c2ccccc21)NCc1ccc(Cl)cc1 (stereo unspecified)	?
CCCC(=O)Nc1ccc2c(c1)nc(CN1CCN(C(=O)OCC)CC1)n2C(C)C	?
O=C(CSc1nc(=O)[nH]c2c1CCCC2)NCc1ccccc1Cl	6.7%[46 µM]
O=C(Cn1nc(-c2ccccc2)c2cnc3ccc(F)cc3c21)NC1CCCC1	?
Cc1ccc(C(=O)Nc2cccc(-c3nc4cccnc4s3)c2C)cc1	4.9%[46 µM]
CCN(CC)c1ccc(C2C(C(N)=O)=C(C)Nc3ncnn32)cc1 (stereo unspecified)	-10.2%[46 µM]
CCN(CC)S(=O)(=O)c1ccc2c(c1)N(CC(=O)N1CCN(c3cccc(C(F)(F)F)c3)CC1)C(=O)CO2	-17.4%[46 µM]
CCOC(=O)c1ccc(CN(Cc2ccc(Cl)cc2Cl)S(=O)(=O)c2cccc(Cl)c2)cc1	5.8%[46 µM]
COc1ccccc1CN(Cc1c(Cl)cccc1Cl)S(=O)(=O)c1ccc(Br)cc1	-18.8%[46 µM]
CCc1nc(SCc2cc(=O)c3cc(C)ccc3[nH]2)n[nH]1	?
CCCCn1c(=O)nc2n(-c3ccc(Br)cc3)c3ccccc3cc-2c1=O	-3.6%[46 µM]
CCc1ccc(CNC(=O)c2sc3ncccc3c2-n2c(C)ccc2C)cc1	?
O=C(NC1CC(=O)N(c2ccc(F)cc2)C1)c1ccc2c(c1)OCO2 (stereo unspecified)	23.9%[46 µM]
Cc1c(C(=O)N2CCC(C)CC2)c(S(=O)(=O)NCc2ccc(Cl)cc2)c(C)n1C	3.5%[46 µM]
CCN(CC)c1ccc(C(=O)NCc2ccc3c(c2)CCN3C(=O)c2ccccc2)cc1	?
CSc1ncc(C(=O)Nc2c(C)cccc2C)c(-c2ccccc2)n1	8.3%[46 µM]
CCc1cccc(N2C(=O)N(CC(=O)NCc3cccc(OC)c3OC)c3ccccc3S2(=O)=O)c1	3.9%[46 µM]
CCOc1ccccc1NC(=O)Cn1c(=O)n(-c2ccc(C)c(C)c2)c(=O)c2c(C)c(C(=O)N(C)C)sc21	25.3%[46 µM]
COc1ccc(NC(=O)C2CCN(C3=NS(=O)(=O)C(c4ccc(C)c(C)c4)=C3C)CC2)cc1OC	3.3%[46 µM]
CC1=Nc2cc(C(=O)NC3CCCCC3)ccc2Sc2ccc(Cl)cc21	?
Cc1ccccc1NC(=O)C(=O)NCC(c1ccc2c(c1)OCO2)N1CCN(c2ccccc2)CC1 (stereo unspecified)	-17.0%[46 µM]
CSc1ncc(C(=O)NCc2ccccc2Cl)c(C(F)(F)F)n1	-1.7%[46 µM]
O=C(CSc1nc2ncccc2o1)Nc1ccc(Cl)cc1F	-9.1%[46 µM]
COc1ccc(CN(Cc2ccco2)c2cnc(S(C)(=O)=O)nc2C(=O)Nc2ccc(C)c(C)c2)cc1	-6.2%[46 µM]
Cc1ccc(CN2CCN(C3CCN(C(=O)OC(C)(C)C)CC3)C(=O)C2=O)cc1	-10.3%[46 µM]
Other entries follow.
SMILES	Lamin A splicing
CCOc1ccc(C(=O)Nc2ccc3nc(Nc4cccc(C(F)(F)F)c4)cc(C)c3c2)cc1OCC	-4.6%[46 µM]
CCC(C)NC(=O)C1CCN(S(=O)(=O)c2ccc3c(c2)CCCN3C(C)=O)CC1 (stereo unspecified)	10.8%[46 µM]
Cc1cc(Nc2ccc(Br)c(C)c2)n2nc(-c3ccco3)nc2n1	?
Cc1ccc(CNC(=O)Cn2c(=O)cc(C(F)(F)F)c3c(C)nn(C)c32)cc1	4.5%[46 µM]
O=C(CSc1nc2ncccc2o1)Nc1cccc(C(F)(F)F)c1	-12.4%[46 µM]
COc1cc(NC(=O)NCCn2nnc3cc(S(=O)(=O)N(C)C)ccc32)cc(OC)c1	-2.7%[46 µM]
CN(C)CCNC(=O)c1ccc2nc(CCc3ccccc3)oc2c1	-15.8%[46 µM]
COc1ccc(-c2cn3nc(N4CCCC(C(=O)NCc5ccccc5C)C4)sc3n2)cc1 (stereo unspecified)	?
Cc1ccc(Cl)cc1N1CCN(C(=O)c2cc(S(=O)(=O)N3CCCC3)cn2C)CC1	6.0%[46 µM]
Cc1ccc(NC(=O)Cn2nc(C)c3nn(-c4ccc(Cl)cc4)c(C)c3c2=O)cc1F	?
COc1ccc(-c2cn3cccnc3n2)cc1NC(=O)COc1ccccc1	-17.0%[46 µM]
Cc1c(Cl)ccc2sc(N3CCN(C(=O)c4ccco4)CC3)nc12	7.3%[46 µM]
CCOc1ccc(CNc2cc(C)nc3nc(-c4cccc(C)c4)nn23)cc1OC	-9.2%[46 µM]
CCC(Sc1nc2cc3c(cc2c(=O)n1CCCC(=O)NCc1ccc2c(c1)OCO2)OCO3)C(=O)NCCCOC (stereo unspecified)	-8.7%[46 µM]
COc1ccc(Cl)cc1NC(=O)C1CCCN(c2ncnc3onc(C)c23)C1 (stereo unspecified)	-4.6%[46 µM]
Cc1ccccc1Nc1nn2c(=O)c3ccc(C(=O)NCc4cccs4)cc3nc2s1	?
CCOc1ccc(-c2nn(CC(=O)NC3CCCCC3)c3c2cnc2ccc(C)cc23)cc1	4.3%[46 µM]
O=c1cc(-c2ccccc2)nc(SCc2nc(-c3ccc(Cl)cc3)no2)[nH]1	1.3%[46 µM]
CCOC(=O)Cn1c(=O)n(C2CCCCC2)c2nc(-c3cccc(OC)c3)nc(C(N)=O)c21	-10.9%[46 µM]
CN1CCN(C(CNC(=O)c2ccccc2F)c2ccc3c(c2)OCO3)CC1 (stereo unspecified)	-3.0%[46 µM]
COc1ccc(C)cc1S(=O)(=O)Nc1cccc(-c2ccc(N3CCC(C)CC3)nn2)c1	0.8%[46 µM]
CCN(c1ccccc1C)S(=O)(=O)c1nnc(NC(=O)c2ccco2)s1	?
O=C(CS(=O)(=O)c1cccc2nsnc12)NCc1ccccc1	3.1%[46 µM]
Cc1ccc2c(=O)c(C(=O)c3ccc(Cl)cc3)cn(CC(=O)Nc3ccc4c(c3)OCCO4)c2n1	?
COc1cc(NC(=O)N2CCC(CN3CCOCC3)CC2)cc(OC)c1OC	13.5%[46 µM]
COc1ccc(-c2cn3c(n2)sc2cc(C(=O)NCc4ccccc4OC)ccc23)cc1	-1.7%[46 µM]
O=C(CNC(=O)c1ccccc1)OCc1cc(=O)n2nc(C3CCCCC3)sc2n1	?
CCN(C(=O)CSc1nc2ccccc2n1Cc1ccc(F)cc1Cl)c1ccccc1	-7.1%[46 µM]

In the list so far, 6 have a CF3 group:
SMILES	Lamin A splicing
COc1ccc(-c2cc(C(C)=O)c(C)n2CCC(=O)Nc2ccc(C(F)(F)F)cc2)cc1	-11.0%[46 µM]
CCN(CC)S(=O)(=O)c1ccc2c(c1)N(CC(=O)N1CCN(c3cccc(C(F)(F)F)c3)CC1)C(=O)CO2	-17.4%[46 µM]
CSc1ncc(C(=O)NCc2ccccc2Cl)c(C(F)(F)F)n1	-1.7%[46 µM]
CCOc1ccc(C(=O)Nc2ccc3nc(Nc4cccc(C(F)(F)F)c4)cc(C)c3c2)cc1OCC	-4.6%[46 µM]
Cc1ccc(CNC(=O)Cn2c(=O)cc(C(F)(F)F)c3c(C)nn(C)c32)cc1	4.5%[46 µM]
O=C(CSc1nc2ncccc2o1)Nc1cccc(C(F)(F)F)c1	-12.4%[46 µM]

3 of these compounds, set out differently:
mol,Lamin A splicing
CCOc1ccccc1NC(=O)Cn1c(=O)n(-c2ccc(C)c(C)c2)c(=O)c2c(C)c(C(=O)N(C)C)sc21,25.3%[46 µM]
COc1ccc(NC(=O)C2CCN(C3=NS(=O)(=O)C(c4ccc(C)c(C)c4)=C3C)CC2)cc1OC,3.3%[46 µM]
CC1=Nc2cc(C(=O)NC3CCCCC3)ccc2Sc2ccc(Cl)cc21,?

Assay outcomes deposited in PubChem by National Center for Advancing Translational Sciences (NCATS).
